# TIM10 inh: growth inhibitors of isogenic TIM10 control yeast, primary screen, counter-screen for tim10-1 yeast inhibitor project, luminescence, uHTS | AID 463195, 2010 | 330,000 tested, 1.4% active | S. cerevisiae TIM10 strain growth, BacTiter-Glo luminescence, 24 h | inhibition, % at 10 µM;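 active = inhibition of 40% or more at the single tested concentration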;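 also: wild-type TIM10 isogenic control strain grown at permissive 25 °C; 0% = DMSO yeast wells and 100% = minimal medium wells without yeast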
# Mdm2 MdmX PPI: inhibitors of human Mdm2-MdmX association, primary screen, cell-based, luminescence, split luciferase, SaOS-2, uHTS. Protein Mdm4 (Homo sapiens) + E3 ubiquitin-protein ligase Mdm2 (Homo sapiens), …. SaOS-2 split-luciferase Mdm2/MdmX complementation. inhibition, % at 8 µM. 330,000 tested, 3% active. AID 485346, 2010;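 active = inhibition of at least 50% at 8 µM in the primary screen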
# Target sequence (O15151 whole entry, looked up): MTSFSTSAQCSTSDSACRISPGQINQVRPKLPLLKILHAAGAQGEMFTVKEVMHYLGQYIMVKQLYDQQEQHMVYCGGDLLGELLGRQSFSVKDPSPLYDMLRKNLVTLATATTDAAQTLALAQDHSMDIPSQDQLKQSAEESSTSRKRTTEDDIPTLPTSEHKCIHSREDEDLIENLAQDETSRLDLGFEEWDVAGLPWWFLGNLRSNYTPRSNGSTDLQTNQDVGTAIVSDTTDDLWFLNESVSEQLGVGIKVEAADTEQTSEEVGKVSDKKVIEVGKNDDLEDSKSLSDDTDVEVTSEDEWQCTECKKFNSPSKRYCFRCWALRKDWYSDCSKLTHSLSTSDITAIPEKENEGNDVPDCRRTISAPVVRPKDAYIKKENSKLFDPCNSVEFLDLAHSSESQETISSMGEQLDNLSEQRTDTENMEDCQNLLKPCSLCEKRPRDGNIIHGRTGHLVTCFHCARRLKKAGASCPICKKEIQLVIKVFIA
# Target sequence (Q00987 whole entry, looked up): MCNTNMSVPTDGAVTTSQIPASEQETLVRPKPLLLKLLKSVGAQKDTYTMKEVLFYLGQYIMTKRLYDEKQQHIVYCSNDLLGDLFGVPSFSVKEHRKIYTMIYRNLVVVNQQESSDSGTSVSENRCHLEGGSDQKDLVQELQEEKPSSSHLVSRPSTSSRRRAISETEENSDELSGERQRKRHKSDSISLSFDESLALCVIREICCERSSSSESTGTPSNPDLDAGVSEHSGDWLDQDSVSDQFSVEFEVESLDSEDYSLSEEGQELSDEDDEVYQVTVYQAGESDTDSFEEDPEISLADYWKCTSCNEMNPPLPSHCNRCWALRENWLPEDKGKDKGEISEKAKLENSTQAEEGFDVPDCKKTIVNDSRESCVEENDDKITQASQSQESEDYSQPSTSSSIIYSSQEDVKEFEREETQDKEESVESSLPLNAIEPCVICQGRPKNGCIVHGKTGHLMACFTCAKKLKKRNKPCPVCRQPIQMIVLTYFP
# CHOP UPR activ: activators of apoptotic CHOP UPR arm, primary screen, cell-based, CHO-CHOP luciferase reporter, luminescence, uHTS; activation, % at 10 µM; 330,000 tested, 0.34% active; UPR activation; percent of tunicamycin response over DMSO baseline; AID 449763, 2010;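 active = at 10 µM dose, activation of 40% or more, normalized to positive control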;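 also: 100% = tunicamycin at 10 µg/mL and 0% = DMSO alone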
#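 Assay system: CHO cells with stable CHOP pathway luciferase reporter; Buffer or medium: F12 plus 10% serum; Times: 16-18 h cell attachment, then 6 h compound exposure, 37 °C; Signal: luciferase luminescence; Read-out basis: percent activation relative to tunicamycin control; Control set: tunicamycin high control, DMSO low control.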
# tim10-1 inh: growth inhibitors of tim10-1 mutant yeast, primary screen, luminescence, uHTS | S. cerevisiae tim10-1 ts strain growth, BacTiter-Glo, 24 h | inhibition, % at 20 µM | 330,000 tested, 2.2% active;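 active = inhibition of at least 40%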;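 also: mutant grown at 25 °C; 0% = DMSO wells with yeast and 100% = wells holding no yeast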
# Jurkat NFkB inh: inhibitors of induced NF-kB luciferase reporter, primary screen, TCR NF-kB activation inhibitor project, cell-based, luminescence, uHTS; Jurkat, PMA/ionomycin-induced NF-kB luciferase reporter; inhibition, % at 4 µM; 330,000 tested, 0.53% active; AID 435003, 2010; in the data active = inhibition above about 50%
# XBP1 UPR activ: activators of adaptive XBP1 UPR arm, primary screen, cell-based, CHO-XBP1 luciferase reporter, luminescence, uHTS | activation, % at 20 µM | AID 463104, 2010 | 330,000 tested, 0.33% active | IRE1-XBP1 UPR activation; percent of tunicamycin response, DMSO as zero;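 active = versus positive control, 20 µM dose yields 30% or more activation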;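 also: 100% = tunicamycin at 10 µg/mL and 0% = DMSO only wells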
#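 Test system: CHO-XBP1 luciferase reporter cells | Buffer or medium: Serum-containing F12 medium, 10% FBS | Schedule: 6 h compound exposure at 37 °C, 5% CO2 | Detection: Steady-Glo luciferase glow luminescence, 10 min after reagent addition | Read-out basis: Activation, % of tunicamycin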
# 697 NFkB inh: inhibitors of PMA/ionomycin-induced NF-kB reporter, 697 cells, primary screen, B-cell NF-kB inhibitor project, cell-based, luminescence, uHTS; 697 B-cell NF-kB luciferase reporter, 16 h; AID 435022, 2010; 330,000 tested, 0.33% active; inhibition, % at 4 µM; in the data active = inhibition above about 35%
# tim23-1 inh: growth inhibitors of tim23-1 mutant yeast, primary screen, luminescence, uHTS; S. cerevisiae tim23-1 growth, BacTiter-Glo luminescence, 24 h; inhibition, % at 20 µM; 330,000 tested, 1.3% active;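 active = growth inhibition of the mutant yeast at or above 50%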;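 also: temperature-sensitive mutant grown at 25 °C; plate controls were DMSO-treated mutant yeast for no effect and medium wells lacking yeast for full effect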
# The depositor's hits bear a star; / = no result given.
1: O=C(O)Cc1sc(Nc2cccc3ccccc23)nc1-c1ccc(F)cc1
2: O=C(c1ccc(F)cc1)C1CCN(C(=S)NCC2CCCO2)CC1 (stereo unspecified)
3: Cc1ccccc1N(C(=O)CNC(=O)c1ccco1)C(C(=O)NC1CCCC1)c1ccncc1 (stereo unspecified)
4: CN(C)CC(=O)c1c(N)n(Cc2ccccc2)c(=O)n(C)c1=O
5: CC(C)c1nnc(NC(=O)C2c3ccccc3Oc3ccccc32)s1
6: O=C(N/N=C/c1cnc(N2CCCCC2)s1)c1ccc(Cl)cc1
7: O=C(CN1C(=O)NC2(CCCCCC2)C1=O)Nc1cccc(F)c1
8: Cc1ccc(NC(=O)N(Cc2cc3cc(C)cc(C)c3[nH]c2=O)CC2COCCO2)cc1 (stereo unspecified)
compound no.	1	2	3	4	5	6	7	8
Mdm2 MdmX PPI	11	27	13	11	14	35	0	19
tim10-1 inh	-17	2	-5	2	12	8	27	14
XBP1 UPR activ	-1	-5	-1	-1	-2	-2	1	-4
TIM10 inh	2	-13	-10	-4	14	19	4	30
697 NFkB inh	-4	-8	-3	19	14	10	-46	-8
tim23-1 inh	-1	-4	3	12	-7	31	19	6
CHOP UPR activ	1.2	-1.2	-0.5	-1.8	-2.6	-1.8	-0.2	1.4
Jurkat NFkB inh	-12	9	-14	-14	6	-3	-33	-6

9: COc1ccc(C2(O)CCN(C(=O)c3ccc4c(c3)OCO4)CC2)cc1
10: CCn1c2ccccc2c2nnc(SCC(=O)Nc3ccc4c(c3)OCO4)nc21
11: CCC(C)c1ccc(OCCn2cc(/C=N/NC(=O)CSc3nnc(C)s3)c3ccccc32)cc1 (stereo unspecified)
12: O=[N+]([O-])c1ccc(F)c(N=Cc2ccc(Br)s2)c1
13: CCc1cccc(C)c1NC(=S)NCCc1c(C)[nH]c2ccc(C)cc12
14: O=c1[nH]c2ccccc2cc1CN(Cc1ccco1)S(=O)(=O)c1ccc(F)cc1
15: Cc1cc(-c2ccccc2)n(-c2ccc(C(N)=O)cc2)n1
16: C=CCOc1ccc(C2/C(=C(/O)c3ccc(OC)cc3)C(=O)C(=O)N2CCN2CCNCC2)cc1 (stereo unspecified)
compound no.	9	10	11	12	13	14	15	16
Mdm2 MdmX PPI	-13	27	12	8	64*	4	3	-5
tim10-1 inh	9	-8	14	18	41*	12	23	9
XBP1 UPR activ	-3	0	-2	-5	2	-7	0	-4
TIM10 inh	-5	-5	6	-4	15	9	10	4
697 NFkB inh	5	16	-6	21	10	-15	-6	-9
tim23-1 inh	-4	2	-1	24	33	32	14	-8
CHOP UPR activ	0.1	2.8	-2.2	-3.1	-1.4	-2.0	-0.9	-1.6
Jurkat NFkB inh	8	0	0	3	4	13	-2	2

# Ordered by formula weight (largest number first): some entries from above.
11: CCC(C)c1ccc(OCCn2cc(/C=N/NC(=O)CSc3nnc(C)s3)c3ccccc32)cc1 (stereo unspecified)
16: C=CCOc1ccc(C2/C(=C(/O)c3ccc(OC)cc3)C(=O)C(=O)N2CCN2CCNCC2)cc1 (stereo unspecified)
3: Cc1ccccc1N(C(=O)CNC(=O)c1ccco1)C(C(=O)NC1CCCC1)c1ccncc1 (stereo unspecified)
8: Cc1ccc(NC(=O)N(Cc2cc3cc(C)cc(C)c3[nH]c2=O)CC2COCCO2)cc1 (stereo unspecified)
10: CCn1c2ccccc2c2nnc(SCC(=O)Nc3ccc4c(c3)OCO4)nc21
1: O=C(O)Cc1sc(Nc2cccc3ccccc23)nc1-c1ccc(F)cc1
9: COc1ccc(C2(O)CCN(C(=O)c3ccc4c(c3)OCO4)CC2)cc1
5: CC(C)c1nnc(NC(=O)C2c3ccccc3Oc3ccccc32)s1
2: O=C(c1ccc(F)cc1)C1CCN(C(=S)NCC2CCCO2)CC1 (stereo unspecified)
6: O=C(N/N=C/c1cnc(N2CCCCC2)s1)c1ccc(Cl)cc1
compound no.	11	16	3	8	10	1	9	5	2	6
Mdm2 MdmX PPI	12	-5	13	19	27	11	-13	14	27	35
tim10-1 inh	14	9	-5	14	-8	-17	9	12	2	8
XBP1 UPR activ	-2	-4	-1	-4	0	-1	-3	-2	-5	-2
TIM10 inh	6	4	-10	30	-5	2	-5	14	-13	19
697 NFkB inh	-6	-9	-3	-8	16	-4	5	14	-8	10
tim23-1 inh	-1	-8	3	6	2	-1	-4	-7	-4	31
CHOP UPR activ	-2.2	-1.6	-0.5	1.4	2.8	1.2	0.1	-2.6	-1.2	-1.8
Jurkat NFkB inh	0	2	-14	-6	0	-12	8	6	9	-3

7: O=C(CN1C(=O)NC2(CCCCCC2)C1=O)Nc1cccc(F)c1
12: O=[N+]([O-])c1ccc(F)c(N=Cc2ccc(Br)s2)c1
15: Cc1cc(-c2ccccc2)n(-c2ccc(C(N)=O)cc2)n1
compound no.	7	12	15
Mdm2 MdmX PPI	0	8	3
tim10-1 inh	27	18	23
XBP1 UPR activ	1	-5	0
TIM10 inh	4	-4	10
697 NFkB inh	-46	21	-6
tim23-1 inh	19	24	14
CHOP UPR activ	-0.2	-3.1	-0.9
Jurkat NFkB inh	-33	3	-2

# (more compounds)
17: CCC1C(=O)C[C@H]2CCN3C(=O)CCCC1C23 (stereo partly specified)
18: O=C1C(=O)N(CCN2CCOCC2)C(c2cccc(Cl)c2)/C1=C(/O)c1ccc2c(c1)OCO2 (stereo unspecified)
19: O=C(NC(NCC1CCCO1)C(Cl)(Cl)Cl)c1cccc2ccccc12 (stereo unspecified)
20: CNC(=O)CSc1nnnn1-c1ccc2c(c1)OCCO2
21: COc1ccc(-c2c(C(F)(F)F)nn(C)c2NC(=O)c2cccnc2)cc1
22: CCc1ccccc1NC1c2ccccc2C(=O)N1c1cccnc1 (stereo unspecified)
23: O=C(Nc1ccc2c(c1)nc1n2CCN(Cc2ccccc2)C1)c1cccs1
24: CCS(=O)(=O)N1CCN(c2ccc([N+](=O)[O-])c(N3CCOCC3)c2)CC1
compound no.	17	18	19	20	21	22	23	24
Mdm2 MdmX PPI	7	-15	55*	-13	16	10	8	-13
tim10-1 inh	16	13	24	8	-1	37	28	17
XBP1 UPR activ	0	-2	-4	2	-1	1	1	-1
TIM10 inh	-6	4	-5	11	0	-1	67*	-2
697 NFkB inh	8	-7	-23	1	-1	-10	24	-1
tim23-1 inh	32	10	23	21	9	-9	53*	39
CHOP UPR activ	1.6	1.8	-1.6	0.5	-1.0	-1.9	-1.6	-0.9
Jurkat NFkB inh	/	2	-6	1	-14	-10	-5	-7

25: CCn1ncc(Br)c1C(=O)Nc1cc(C)ccc1F
26: Cc1ccc(S(=O)(=O)NCCc2ccccc2)cc1
27: CCCCCCCCCCOC(=O)c1csc2nnsc12
28: CCOC(=O)c1cnc2cc(F)c(F)cc2c1N1CCN(C)CC1
29: Clc1ccc(-c2csc(Nc3cccnc3)n2)cc1
compound no.	25	26	27	28	29
Mdm2 MdmX PPI	21	-48	10	2	-11
tim10-1 inh	14	28	-5	-5	8
XBP1 UPR activ	-4	0	0	-3	5
TIM10 inh	13	-15	-11	-11	21
697 NFkB inh	14	2	-20	7	1
tim23-1 inh	38	8	-1	-21	4
CHOP UPR activ	-0.4	-0.1	1.0	-0.1	5.0
Jurkat NFkB inh	3	-10	-7	8	-35
